# Screening results from PubChem.
# MLLE-PAM2 inh – inhibitors of microRNA-mediated deadenylation, human PABP1 MLLE binding | P11940 | GST-MLLE / FITC-PAM2 fluorescence polarization | inhibition, % at 20 µM | 360,000 compounds, 0.36% hits; in the data active = inhibition above about 35%, passing the limit was not always enough;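 also: plate controls were DMSO wells with GST-MLLE for no effect and wells lacking GST-MLLE protein for full effect; some results filed as inactive read as strong as hits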
# Neddyl block – blocks human cullin neddylation; calls only at 25 µM; 360,000 compounds, 0.58% hits; TR-FRET cullin neddylation, biochemical; P61081+Q13564; AID 651699; in the data active = inhibition above about 36%
# Rpn11 block – blocks the human proteasome subunit Rpn11; O00487; human 26S proteasome, Ub4-pepOG fluorescence polarization; 20S core pre-blocked with epoxomicin; calls only at 20 µM; 360,000 compounds, 0.59% hits; AID 588493;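 active = inhibition at 20 µM, scaled to each plate's controls, above about 33%, limit read from the data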
# Rin1-Abl PPI inh – human Rin1-Abl interaction inhibition; TR-FRET Rin1/Abl binding, biochemical; inhibition, % at 7.35 µM; 360,000 compounds, 0.4% hits; in the data active = inhibition above about 5%, passing the limit was not always enough
# FAS TE block – FAS thioesterase (human) inhibition. P49327. inhibition, % at 15 µM. recombinant FAS-TE, OMFH fluorogenic substrate, fluorescence endpoint. 360,000 compounds, 0.67% hits;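 active = compounds whose normalised, plate-corrected inhibition of enzyme fluorescence in the single-dose primary screen is 50% or more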;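 also: 0% = DMSO with enzyme and 100% = substrate without enzyme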
# CSN deneddyl inh – blocks human CSN-mediated cullin deneddylation. Q92905. inhibition, % at 12.5 µM. Purified CSN, SCF-Nedd8-OG deneddylation, fluorescence polarization. AID 651999. 360,000 compounds, 0.38% hits;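 active = pattern-corrected inhibition above about 35%, with an unprinted fluorescence ratio check between 0.5 and 1.5, limit read from the data, passing the limit was not always enough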;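 also: 0% = enzyme with substrate and 100% = substrate without enzyme; some results filed as inactive read as strong as hits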
#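 Assay system: purified human Csn5 enzyme expressed in HEK293T cells; measure: % inhibition; also added: SCFSkp2-Nedd8OG substrate at 10 nM final; technique: fluorescence polarization; times: reaction 90 min, room temperature; medium: Tris buffer pH 7.5, NaCl, DTT, Tween-20, trehalose, ovalbumin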
# MT1-MMP act inh – blocks activation of human MT1-MMP | P50281 | HT1080 RFP-PRO-GFP cells, GFP/RFP ratio fluorescence, overnight; percent of plate control window, DMSO zero | GFP/RFP ratio change, % at 20 µM | 360,000 compounds, 0.061% hits;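 active = GFP/RFP ratio change of at least 30% with cell ATP level not reduced by more than half and red fluorescence within 50% of control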; also: strong numbers were not always called active
#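 Test system: HT1080 RFP-PRO-GFP cells; Benchmarks: DMSO and RFP-L50D-GFP cell wells; Timing: cells overnight before dosing, compound overnight, 37 °C, 5% CO2; Compound: one 20 µM compound dose with 1% DMSO; Read-out: GFP/RFP fluorescence ratio.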
# NadD block – NadD (S. aureus) enzyme inhibition | purified NadD enzyme, colorimetric absorbance read-out | inhibition, % at 20 µM | 360,000 compounds, 0.78% hits; in the data active = inhibition above about 26%; also: some compounds past the cut are filed as inactive
# SKN-1 block – inhibitors of C. elegans SKN-1; C. elegans VP596 Pgst-4::GFP/RFP ratio, acrylamide-induced, 24 h; 360,000 compounds, 0.49% hits; inhibition, % at 21.8 µM; AID 624304;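 active = interference check ratio from 0.5 to 1.5 plus GFP to RFP signal ratio inhibition reaching or exceeding a fixed threshold, cut at about 30% in these data, passing the limit was not always enough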; also: some compounds called inactive have numbers as strong as hits
# Numbers without * were called inactive; i = inactive; / = no result given; + = active, no number.
SMILES	MLLE-PAM2 inh	Neddyl block	Rpn11 block	Rin1-Abl PPI inh	FAS TE block	CSN deneddyl inh	MT1-MMP act inh	NadD block	SKN-1 block
Cc1ccc(S(=O)(=O)N(Cc2cc3ccc(C)cc3[nH]c2=O)c2ccccc2)cc1	-20	i	i	-3	19	-1	-13	13	-10
CCOc1ccccc1C(=O)N[C@H](C(=O)OCC(=O)Nc1nnc(-c2ccccc2)o1)C(C)C	-6	i	i	3	-7	2	1	20	-7
CCOc1cccc2sc(=NC(=O)c3ccc(S(=O)(=O)N4CCOCC4)cc3)n(C)c12	-2	i	i	1	43	-2	-1	0	-9
COc1ccc(Cl)cc1-c1nc(SCC(=O)NC(C)C)n[nH]1	-5	i	i	1	1	-1	/	4	-1
COc1ccccc1NC(=O)Nc1nc2ccc(S(N)(=O)=O)cc2s1	-51	i	/	-4	-4	21	1	4	13
Cc1ccc(C(=O)COC(=O)CN2C(=O)C3CC=CCC3C2=O)cc1[N+](=O)[O-] (stereo not given)	-10	i	i	0	-9	1	-1	-4	-2
COc1ccc2c(c1)[nH]c1c(=O)n(/N=C/C3C(C)C=C(C)CC3C)c(=O)[nH]c12 (stereo not given)	9	i	i	3	2	4	6	-2	10
O=C1Cc2ccccc2N1c1c(Cl)cccc1Cl	12	i	i	-1	-4	-4	0	0	10
Cc1cc2ccccc2c(=O)n1CC(=O)NCC(=O)N(C)Cc1ccccc1	5	i	i	-5	-6	0	5	-2	-8
O=C(CCC(=O)N(CC(=O)NC1CCCCC1)Cc1ccc(F)cc1)Nc1nccs1	9	i	i	-2	3	5	-1	7	4
C=CCOc1ccc2nc(NC(=O)OC)[nH]c2c1	-14	i	i	-1	-8	1	11	13	0
CC(=O)Nc1ccc(C(=O)OCC(=O)c2ccc(S(=O)(=O)N3CCCCC3)cc2)cc1	-12	i	i	-1	8	5	-3	3	-9
CC1(C)Cc2c(C#N)c(N3CCN(C(=O)c4ccccc4)CC3)nc(Cc3ccccc3)c2CO1	-3	i	i	1	9	0	-5	-7	20
Cc1nc2cc(NC(=O)CS(=O)(=O)c3ccc(F)cc3)ccc2s1	6	i	i	-3	-6	-1	6	-3	7
CCc1noc(C)c1C(=O)Nc1cc(Cl)ccc1-n1cncn1	-7	i	i	-3	-3	-4	-3	2	5
Cc1ccccc1-c1cnc2c(c1)C(=O)N([C@H](C)CO)C[C@@H](C)[C@H](CN(C)C(=O)c1ccncc1)O2	-8	i	i	0	-4	-1	1	0	-5
Cc1cc2c(c(=O)n1Cc1ccccn1)C(C(C)C)C(C#N)=C(N)O2 (stereo not given)	6	i	i	-1	-5	0	1	-6	0
CN(C)/N=C/c1ccc(Sc2ccc([N+](=O)[O-])cc2[N+](=O)[O-])o1	15	i	i	1	31	0	-4	-6	7
COC(=O)N/N=C/c1c(C)nn(-c2cccc(Cl)c2)c1Cl	-3	i	i	0	-10	4	-1	-3	9
COCCNc1ccc([N+](=O)[O-])cc1C(=O)Nc1cccc(C)n1	2	i	i	-8	10	-3	-2	-2	2
Cc1nn(CCCC(=O)Nc2cccnc2)c(C)c1[N+](=O)[O-]	-1	i	i	0	3	4	1	4	15
O=C(Cc1ccccc1)NCC(=O)OC(c1ccccc1)c1ccccc1	0	i	i	2	4	5	-1	-3	8
CS(=O)(=O)N(CC(=O)N1CCN(c2ccc(F)cc2)CC1)c1ccc(F)c(Cl)c1	8	i	i	1	17	2	1	-4	11
CN(CCOc1ccccc1)C(=O)c1cc(S(=O)(=O)N2CCOCC2)ccc1Cl	0	i	i	0	-3	1	3	2	-2
CCOc1ccccc1NC(=O)CSc1nnc(CNC(=O)c2cccs2)o1	-3	i	i	3	-4	0	0	-3	-9
Cn1c(=O)c2cc(S(=O)(=O)NCCC(=O)NC3CCCCCC3)ccc2n(C)c1=O	13	i	i	3	11	-1	5	0	9
CCCCNS(=O)(=O)c1cccc(NC(=O)[C@@H]2O[C@H](CO)[C@@H](O)[C@H]2O)c1	5	i	i	3	-7	-9	0	5	2
Cc1ccc2scc(CN3CCCC3)c2c1	8	i	i	-1	-7	3	-3	-8	10
CC(Oc1ccc(Cl)cc1)C(=O)OCC(=O)Nc1ncc(Cl)cc1Cl (stereo not given)	-4	i	i	2	7	-1	-1	-5	7
O=C(c1ccccc1)N1CCN(CC#CC2(O)CCCCC2)CC1	-9	i	i	0	-5	-2	6	-3	14

# (list continues)
SMILES	MLLE-PAM2 inh	Neddyl block	Rpn11 block	Rin1-Abl PPI inh	FAS TE block	CSN deneddyl inh	MT1-MMP act inh	NadD block	SKN-1 block
Cc1cccc(NC(=S)NCc2ccccn2)c1	-54	i	i	-3	-1	3	1	4	13
Cc1ccc(S(=O)(=O)N2CCN(C(=O)CCC(=O)NC3CCCc4ccccc43)CC2)cc1 (stereo not given)	0	i	i	-2	3	-1	2	-2	-8
CC1(c2cccc(Br)c2)NC(=O)N(CC(=O)c2ccc3c(c2)OCCO3)C1=O (stereo not given)	-1	i	i	0	31	1	3	-6	-9
Cc1cccc(C(=O)NCC(=O)NNC(=O)c2ccccc2O)c1	-2	i	i	0	-4	-2	-1	-1	0
CCc1ccc(CNC(=O)CCS(=O)(=O)Cc2ccc(C)cc2)cc1	3	i	i	0	-7	2	/	-6	0
Cc1cc(C(=O)N(C2CCCCC2)C2CCCCC2)no1	1	i	i	1	-2	-9	5	-6	-20
C=CCn1c(SCC(=O)c2[nH]c(C)c(C(=O)OCC)c2C)nc2scc(-c3ccccc3)c2c1=O	-8	i	i	0	-5	-6	-8	-3	2
C=CCn1c(CSc2nc3ccccc3s2)nnc1SCC(=O)NCc1cccnc1	-31	i	i	-1	-6	-6	4	-6	-8
COc1ccccc1C(O)(C(=O)NNc1ccccc1C)c1ccccc1OC	7	i	i	-2	-8	-1	-2	1	-3
Cc1ccccc1CNC(=O)CC1C(=O)NCCN1Cc1c(F)cccc1Cl (stereo not given)	0	i	i	2	1	-13	5	-2	1
CCOc1ccc(S(=O)(=O)N2CCCCC2)cc1NC(=O)c1cccnc1OCC	8	i	i	-2	12	-5	2	1	14
Cc1ccc(CN2CC(=O)N3[C@H]4c5ccccc5OC[C@@H]4[C@H](c4ccccc4)[C@]3(C)C2=O)cc1	3	i	i	0	51*	5	-5	4	-6
O=C(CCCn1c(=O)[nH]c2ccsc2c1=O)N1CCN(c2ccccn2)CC1	-4	i	i	4	-3	-4	4	0	11
CS(=O)(=O)N(Cc1ccccc1Cl)c1ccc(C(=O)N2CCCC2)cc1	-16	i	i	1	-1	0	-1	-1	9
COc1ccc2nc3oc(C(=O)N4CC(C)CC(C)C4)cc3cc2c1 (stereo not given)	-2	/	i	-2	13	-2	6	-2	1
COCCNC(=O)c1ccc(N(C)S(=O)(=O)c2ccc(OC)c(OC)c2)cc1	-12	i	i	-3	-8	4	1	-3	-2
S=C(Nc1ccc2c(c1)OCCO2)Nc1ccccc1Cl	29	i	i	2	-1	-3	-3	-1	-7
CCOc1ccc(C(=O)Nc2ccc(N3CCN(C)CC3)cc2)cc1[N+](=O)[O-]	-5	i	i	-2	1	1	-2	-8	7
COc1cccc(-c2nc(=S)c3c(n2CCCO)CCCC3)c1	41*	i	i	2	-4	-2	-2	3	9
CN(C)C(=O)C1C2NC(=S)N(c3ccccc3)C1(C)Oc1ccccc12 (stereo not given)	15	i	i	1	-3	-1	-4	-3	-1
CCOc1ccc(NC(=O)CCS(=O)(=O)c2ccc(Br)cc2)cc1	7	i	i	3	1	6	1	-10	1
Cc1sc2c(c1C)C(O)=C(C(=O)Nc1ccccc1)S(=O)(=O)N2C	2	i	i	0	0	5	0	-4	-15
COc1ccc(CNC(=O)COc2ccc(C(=O)c3ccc(F)cc3)cc2)cc1	1	i	i	2	9	-1	2	-7	8
Cc1csc(/N=C/c2ccc([N+](=O)[O-])cc2)n1	-33	i	i	1	4	7	4	14	-11
Cc1ccc(C2CC(c3cccs3)=NN2S(=O)(=O)c2ccc(C)cc2)cc1 (stereo not given)	-6	i	+	1	34	14	-4	1	10
CCC1CCCCN1CC(=O)Nc1ccc2c(c1)OCCO2 (stereo not given)	-9	i	i	1	-5	3	-1	-1	15
S=C1SCN(Cc2cccnc2)CN1Cc1cccnc1	28	i	i	0	-3	-2	3	1	-15
O=C(Nc1ccc(F)cc1F)NC1CCN(Cc2c(F)cccc2Cl)CC1	-5	i	i	3	2	2	9	1	7
Cc1ccc(-c2cc(C(=O)N/N=C/c3cccnc3)n[nH]2)o1	10	i	i	1	-8	-6	2	-5	4
Nc1ccc(S(=O)(=O)NC2(C(F)(F)F)NC(=O)N(c3ccccc3F)C2=O)cc1 (stereo not given)	6	i	i	1	-4	9	0	2	2

# Next results follow.
SMILES	MLLE-PAM2 inh	Neddyl block	Rpn11 block	Rin1-Abl PPI inh	FAS TE block	CSN deneddyl inh	MT1-MMP act inh	NadD block	SKN-1 block
CCOC(=O)C1CCCN(c2c(NCC3CCCO3)c(=O)c2=O)C1 (stereo not given)	6	i	i	-1	-6	3	2	-2	10
Cc1cc(O)cc(C)c1NS(=O)(=O)c1ccc2ccccc2c1	-7	i	i	0	-10	2	1	-8	-6
CCCCOc1ccc([N+](=O)[O-])cc1C(=O)O	7	i	i	3	3	-19	4	-10	3
Cc1cc(-c2nnc(SCC(=O)NC3CC3)n2C(C)C)cs1	12	i	i	1	-8	2	-1	1	7
Cc1c(-c2cccc(Cl)c2)nc2ccccc2c1C(=O)OCC(=O)Nc1ccc2c(c1)OCO2	-21	i	i	-4	31	-2	3	22	0
CCC(=O)N1CCc2cc(S(=O)(=O)CCC(=O)Nc3cccc(C)n3)ccc21	9	i	i	1	-7	6	-5	1	2
CCCc1sc(C(=O)Nc2nnc(C3CC3)s2)cc1CC	-10	i	i	1	-1	-6	1	-2	-10
COc1cccc(N=Cc2ccc(O)cc2O)c1	-28	i	i	-3	-2	-1	-54	17	6
Cc1ccccc1NC(=S)N(CCCN1CCOCC1)Cc1cccnc1	-6	i	i	3	-2	0	-6	-5	-5
COc1ccc(S(=O)(=O)N2CCCc3ccccc32)cc1[N+](=O)[O-]	3	i	i	1	17	-1	-1	-5	-14
COc1cccc(-c2nc(CS(=O)(=O)CC(=O)Nc3ccc(C(C)=O)cc3)c(C)o2)c1	-10	i	i	-2	3	3	1	-4	-8
Cc1ccc(C(C(=O)NC(C)(C)C)N(Cc2ccco2)C(=O)CCC(=O)Nc2ccccn2)cc1 (stereo not given)	0	i	i	2	-2	-1	-1	-5	-7

# An unsorted share of the library (roughly 3.9% active in at least one column).
